High-throughput results (PubChem)
TGFb SMAD3 inh – TGF-b pathway inhibition; 410,000 compounds, 1.2% hits; Potency, µM (series often up to 46.1 µM), inactives show at the top dose activity, negative = inhibition, actives largely listed as inhibitors; HepG2 CAGA-GFP TGF-b/SMAD3 reporter, GFP fluorescence, 18 h; TGF-beta stimulated, 500 pg/mL final; AID 588855; further: potency means the concentration at half of the fitted maximal effect; on the % scale 0 is the no-effect control and ±100 the full control effect; nearly all actives have a fitted effect of over 65% in size
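Using HEPG2 CAGA-GFP reporter cells at 1000 cells/well, we pinned test compounds, stimulated with recombinant TGF-beta (500 pg/mL final) and measured total well GFP after 18 h.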
CCT chaperon mod – cytosolic chaperonin activity modulation; purified chaperonin ATPase assay, HTRF ADP detection, 30 min; activity change, % (no concentration beside the values), hits read low; 360,000 compounds, 0.3% hits; AID 651819; in the data active means activity change below about -30%; further: on the % scale 0 is the no-effect control and ±100 the full control effect
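TRiC (40 or 20 nM final, by batch activity) in 30 mM Tris pH 7.4, 100 mM KCl, 5 mM MgCl2, 1 mM DTT was treated with compound at 76 uM single dose, then 10 uM ATP, 30 min at 37 °C. ADP was read by HTRF Transcreener.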
HepG2 viability – counter-screen for TGF-b inhibitors: cytotoxicity in HepG2 cells; HepG2 CAGA-GFP viability, ATP luminescence, 18 h; Potency, µM (titrated, usually from 46.1 µM), inactives show top-dose activity change, negative = cytotoxicity, hits mostly cytotoxic; 410,000 compounds, 0.76% hits; further: potency means the concentration at half of the fitted maximal effect; some results filed as inactive show a strong effect at the top dose
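HepG2 CAGA-GFP cells (1000/well, DMEM with 1% FBS) received compound, then TGF-beta at 500 pg/mL final, and were incubated 18 hours at 37 degrees C. Viability was read by CellTiter-Glo luminescence. Media-only wells were set as complete cell-killing and DMSO as no toxicity.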
pAkt inh – inhibitors of Akt phosphorylation; Neuro2A IGF-stimulated pAkt S473 HTRF, 20 min; active compounds read low; activity change, % for hits at 50 µM; AID 651550; 360,000 compounds, 0.32% hits; in the data active means activity change below about -80%; inconclusive means mostly about -51% to -80%; further: on the % scale 0 is the no-effect control and ±100 the full control effect
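Neuro2A cells in DMEM with 0.5% FBS, overnight at 37 deg C, given compound at single 50 µM final, then IGF (6 nM final) for 20 min at 37 deg C. Lysed; phospho-Akt Ser473 by HTRF after 24 h, 665/615 ratio.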
Nrf2 ARE act – activates Nrf2 signaling | AREc32 ARE-luciferase reporter (MCF7-derived line), luminescence, 24 h | Potency, µM (doses to about 46.1 µM), without a hit: at the highest dose activation, most hits filed as activators | 410,000 compounds, 0.31% hits | AID 624171; further: potency means the concentration at half of the fitted maximal effect; % of control where 0% means no effect; nearly all actives have a fitted effect of over 65% in size
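ARE-driven firefly luciferase activity in AREc32 cells measured after a 24 hr compound exposure at 37 deg C, using Steady-Glo reagent and a 30 min room-temperature hold.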
Nrf2 inh – inhibitors of Nrf2 signaling | A549 ARE-Fluc reporter, luciferase luminescence, 18-24 h | Potency, µM (highest dose often 46 µM), for inactives: at the highest dose activity change, negative = inhibition, actives largely listed as inhibitors | 360,000 compounds, 2.1% hits; further: potency means the concentration at half of the fitted maximal effect; on the % scale 0 is the no-effect control and ±100 the full control effect; nearly all actives have a fitted effect of over 60% in size
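A549 ARE_Fluc cells, 5000/well, 5% FBS OPTI-MEM; compounds in dose-response, 18-24 h at 37 °C/5% CO2; CellTiter-Fluor viability read (Ex 405/Em 525), then BugLite luciferase luminescence = Nrf2 activity.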
MmCpn inh – blocks the Methanococcus maripaludis chaperonin Mm-Cpn. purified Mm-Cpn ATPase, ADP Transcreener TR-FRET. Potency, µM (titrated, usually from 76.9 µM), without a hit: at the highest dose activity, negative = inhibition, actives largely listed as inhibitors. 330,000 compounds, 0.031% hits. AID 504842; further: potency means the concentration at half of the fitted maximal effect; on the % scale 0 is the no-effect control and ±100 the full control effect; nearly all actives have a fitted effect of over 80% in size
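ATPase read-out: TR-FRET ADP immunoassay (anti-ADP Eu cryptate vs ADP-d2), ex 320 nm, em 590/665 nm; signal drops as ADP forms. Enzyme 25 nM, ATP 10 uM, 30 min at 37°C after 10 min compound preincubation.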
A549 tox – counter-screen for Nrf2 inhibitors: cytotoxicity in A549 cells; A549 ARE-Fluc cells, CellTiter-Fluor viability, 18-24 h; Potency, µM (titrated, usually from 46 µM), without a hit: top-dose activity change, negative = cytotoxicity, usual class: inhibitors; 390,000 compounds, 0.16% hits; AID 504648; further: potency means the concentration at half of the fitted maximal effect; on the % scale 0 is the no-effect control and ±100 the full control effect
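Cytotoxicity counterscreen: CellTiter-Fluor fluorescence was measured in A549 ARE_Fluc cells after 18-24 h of compound exposure in a concentration series. The subsequent BugLite luminescent read reports ARE-luciferase activity.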
S2 tox – cell viability loss in ATXN counter-screen; S2 cells (HEK-293 line with an ATXN2-luciferase reporter) viability, CellTiter-Fluor protease fluorescence, 24 h; Potency, µM (highest dose often 56.7 µM), most hits filed as cytotoxic; 400,000 compounds, 0.49% hits; AID 651635; further: potency means the concentration at half of the fitted maximal effect; nearly all actives have a fitted effect of over 40% in size
An asterisk follows results filed as active; i = inactive; ? = inconclusive; · = not tested or not shown; & = joins results of further samples. Unless noted, the call rests on the fitted dose curve; in most records, active means well fitted curve in the direction sought with a large enough effect; inconclusive means small, poorly fitted or top-dose-only effect, or another doubt; inactive means no such curve, though single readings can be large; an effect the other way counts as inactive or inconclusive.

mol,A549 tox,HepG2 viability,S2 tox,CCT chaperon mod,pAkt inh,TGFb SMAD3 inh,MmCpn inh,Nrf2 inh,Nrf2 ARE act
CC1CCCC(C)N1/N=C/c1ccc(N(C)C)cc1 (centres undefined),-17.3%,9.4%,i,-1.2,i,-8.6%,-1.7%,?,0.8%
COc1ccc(CNC(=O)[C@H](Cc2ccccc2)NC(=O)C2CCNCC2)cc1,-0.1%,-6.0%,i,0.3,i,-7.6%,-1.0%,6.9%,0.0%
CCCC(=O)Nc1ccc(-c2nc3ncccc3o2)cc1C,-1.2%,-12.2%,i,·,·,0.1%,·,0.3%,0.6%
Brc1ccc(Oc2nsnc2N2CCOCC2)cc1,14.0%,-24.4%,i,-3.5,i,0.0%,1.6%,2.2%,-0.1%
Cc1ccc2c(c1)NC(=O)C(CC(=O)NCCCN1CCc3ccccc3C1)O2 (centres undefined),-4.1%,-21.9%,i,0.1,i,-16.1%,2.1%,0.9%,0.5%
COc1ccc(NC(=O)Cn2c(C)cc(=O)c3ccccc32)cc1,-14.0%,-40.2%,i,-0.6,i,?,0.6%,?,7.6%
COc1ccc(-c2nc(NC(=O)c3ccc(OCC(=O)Nc4ccc(F)cc4)c(OC)c3)sc2C)cc1,?,-63.1%,·,-2.6,i,-14.3%,-23.4%,14.6µM*,0.0%
COc1ccc(-c2nnc(SCC(N)=O)n2N)cc1,4.0%,6.4%,i,-3.6,?,-18.0%,-0.6%,6.0%,-0.1%
CCOc1ccc(Nc2nc(CC(=O)OC)cc(=O)[nH]2)cc1,2.1%,2.1%,i,-1.0,i,-1.2%,1.9%,-2.4%,-0.5%
O=C(NC(=S)Nc1ccccc1)c1cccs1,-6.7%,-11.5%,i,1.7,i,-18.0%,-0.7%,?,?
CCN(C[C@H]1N[C@@](Cc2ccccc2)(C(=O)OC)[C@H]2C(=O)N(Cc3ccccc3)C(=O)[C@@H]12)S(=O)(=O)c1ccc(-c2ccccc2)cc1,1.4%,-18.4%,i,-2.6,i,-7.8%,-2.4%,2.1%,0.2%
O=C(CSc1nc2ncccc2[nH]1)NCCc1ccccc1,1.3%,1.4%,?,0.4,i,4.6%,5.2%,2.5%,2.3%
O=C(NC(=S)NCc1cccnc1)c1cccc2ccccc12,?,-10.8%,i,0.8,i,0.8%,0.5%,?,3.0%
CCOc1ccc(NC(=O)C2CCCN(S(=O)(=O)c3c(C)n[nH]c3C)C2)cc1 (centres undefined),-3.1%,5.5%,i,0.5,i,-12.5%,-0.6%,-2.5%,0.7%
CCOC(=O)N1CCC(NC(=O)CNS(=O)(=O)c2ccc(Br)s2)CC1,-7.1%,1.8%,i,-4.6,·,1.4%,-0.8%,·,-0.6%
Cc1cn2c(=O)c(S(=O)(=O)NCc3ccccc3Cl)c(C)nc2s1,8.6%,9.2%,·,·,·,25.9%,·,-12.9%,-0.9%
CSc1nnc(NC(=O)c2nc(S(=O)(=O)Cc3ccc(C)cc3)ncc2Cl)s1,?,15.8µM*,12.6µM*,0.0,i,?,-1.3%,-29.5%,?
CCO/C=C1\SC(=S)N(c2ccc(Cl)cc2)C1=O,-15.2%,1.8%,i,-2.0,i,-1.2%,1.3%,-10.7%,3.0%
CN(C)c1ncnc2c1ncn2[C@H]1CN(Cc2ccco2)C[C@@H](CO)O1,·,3.3%,i,-1.9,i,-2.5%,·,·,-1.3%
COCCNC(=O)c1ccc(C(=O)C(=O)c2ccccc2)cc1,0.1%,2.4%,i,-2.5,i,-3.1%,-3.4%,4.1%,-0.5%
COc1ccc(OC)c(-n2c(=S)[nH]c3cc(C(=O)N4CCCCC4)ccc3c2=O)c1,-4.7%,-22.8%,i,-7.8,i,-4.4%,1.1%,-0.1%,-0.4%
CCC(=O)Nc1nnc(/C=C/c2ccc(OC)cc2)s1,3.4%,-13.8%,i,-2.7,i,?,2.8%,0.5%,5.0%
COc1cccc(-c2cccc(NC(=O)C3CCN(Cc4ccc(C)o4)CC3)c2)c1,12.0%,3.6%,i,-2.1,i,0.9%,-1.9%,3.7%,2.9%
CSc1nc2c(c(=O)[nH]c(=O)n2C)n1CCCc1ccccc1,1.6%,-10.2%,i,-0.9,i,-4.9%,0.1%,4.6%,4.1%
CNC(=O)C1CCN(C(=O)N2CC(C)Oc3ccc(C)cc32)CC1 (centres undefined),9.4%,-5.8%,·,·,·,-24.3%,·,5.5%,-1.3%
Cn1ccnc1SCC(=O)Nc1nc2c(F)c(F)c(F)cc2s1,-4.0%,3.5%,?,0.0,i,25.9%,-0.2%,7.6%,0.4%
COc1cc(Br)c(/C=C(\C#N)c2nc3ccccc3[nH]2)cc1OC,0.9%,-3.4%,·,·,·,6.3%,·,26.7%,9.0%
NS(=O)(=O)c1ccc(NC(=S)NC(=O)C2CCCCC2)cc1,-2.1%,-22.1%,i,-0.7,i,-6.7%,-1.2%,12.5%,5.5%
COC(=O)c1ccc(CN2CCCC(C(=O)Nc3cccc(-n4cnnn4)c3)C2)cc1 (centres undefined),-11.0%,-10.9%,i,0.6,i,0.5%,-1.9%,?,-0.5%
CCOP(=O)(OCC)c1nc(-c2ccc(OC)cc2)oc1N1CCOCC1,-10.1%,18.6%,i,1.0,i,-9.1%,-2.3%,26.2%,-0.2%
Cc1ccc(NC(=O)C(=O)NCC(c2cccnc2)N2CCc3ccccc32)cc1Cl (centres undefined),-0.3%,-25.7%,·,·,·,-17.1%,·,-8.9%,6.8%
Cc1cc(C)c(C)c(S(=O)(=O)N2CCC(C(=O)N3CCN(c4ccc(F)cc4)CC3)CC2)c1C,2.9%,-18.9%,i,1.1,i,-16.1%,·,?,0.1%
CCN(CC)C(=O)C(C)N1c2cccc3cccc(c23)S1(=O)=O (centres undefined),·,-11.6%,i,-0.1,i,-0.3%,·,·,15.2%
Cc1cccc(C(=O)N2CCN(Cc3ccc4c(c3)OCO4)CC2)c1,7.3%,-29.0%,i,-0.2,i,-3.3%,0.5%,?,-0.2%
Cc1ccc(C)c(S(=O)(=O)NCCOC(=O)Nc2sc(=S)n(C)c2C)c1,-1.9%,14.8%,i,-2.6,i,-14.0%,2.6%,-9.8%,0.3%
C=CCOc1ccccc1CNCc1cccnc1,-7.0%,1.7%,?,-0.2,?,-7.4%,0.8%,?,-0.1%
CCC(=O)Nc1ccc2c(c1)C(=O)N(C)C2=O,-9.7%,0.0%,i,-1.7,i,8.3%,-3.2%,-11.8%,0.1%
O=C(COc1ccccc1Cl)Nc1ccc(OCc2cc(=O)n3ccsc3n2)cc1,0.9%,-6.6%,i,·,·,2.5%,·,-1.9%,-0.6%
Cc1nn2c(-c3ccncc3)ccnc2c1Br,-10.6%,-0.9%,i,-2.4,i,0.3%,0.7%,-21.2%,0.1%
CC(=O)c1ccc(N2CCN(CCC#N)CC2)c(F)c1,-7.6%,-11.3%,i,0.5,i,0.7%,0.6%,0.1%,3.2%
O=C(COc1cccc2c1CCNC2=O)NC1CCCCC1,-5.2%,-3.9%,i,-3.3,i,16.5%,2.7%,-18.7%,0.1%
O=C(Cc1cccs1)NNC(=S)NC(=O)c1ccccc1,-1.1%,-5.6%,i,0.2,i,5.1%,-0.6%,-22.8%,-0.2%
CCOc1ccc(S(=O)(=O)Nc2cccc(C(=O)N3CCN(c4ccccc4O)CC3)c2)cc1,-17.6%,-50.8%,i,-1.8,i,?,0.3%,?,0.4%
Cc1ccc(C(=O)OCC(=O)NN2C(=O)NC3(CCC(C)CC3)C2=O)cc1 (centres undefined),5.8%,-14.2%,i,-1.1,i,7.7%,-0.3%,6.0%,1.8%
CCOC(=O)c1[nH]c(C)c(CCC(=O)Nc2cccc(C(F)(F)F)c2)c1C,5.3%,-18.5%,i,·,·,-23.6%,·,·,-0.2%
C=CC(=O)N=c1sc2ccccc2n1-c1ccccc1,-23.0%,4.47µM*,·,-3.1,i,10µM*,-1.7%,-1.3%,-2.5%
Cc1cccc(NC(=O)C2CCCN2S(=O)(=O)c2ccc3c(c2)n(C)c(=O)c(=O)n3C)c1 (centres undefined),-0.8%&0.7%,-35.7%&2.7%,i,0.0,i,5.8%&1.8%,1.4%,0.0%&-4.5%,0.7%&-0.3%
CCCN1CCC(N2CCCC(C(=O)O)C2)CC1 (centres undefined),0.5%,10.8%,i,-2.1,i,-1.3%,-0.8%,29.3%,0.0%
Cc1oc(-c2ccc(C(=O)NC(C)c3ccccc3)cc2)nc1CS(=O)(=O)c1ccccc1 (centres undefined),5.9%,-28.8%,i,·,·,-28.0%,·,-8.5%,0.1%
COc1ccc(CCNC(=O)CN2C(=O)NC3(CCCCC3)C2=O)cc1,3.9%,-3.6%,i,-10.3,i,17.7%,-1.4%,-8.2%,-0.2%
CN(C)CCNC(=O)c1cc(Br)ccc1Cl,11.3%,-8.5%,i,0.7,i,5.2%,-1.2%,10.2%,4.0%
CCOc1ccc(N=C2NC(=O)S/C2=C\c2ccc(O)cc2)cc1,-13.1%,6.1%,i,0.0,i,-1.4%,-5.5%,-27.9%,0.4%
CCCCCC1CCC(C(=O)NNC(=S)NCC)CC1 (centres undefined),1.0%,1.9%,i,-0.5,i,-0.9%,1.2%,-19.4%,0.4%
